Cardio protect – modulators protecting cardiomyocytes from myocardial damage. H9c2 cardiomyocytes, H2O2 injury protection, ATPLite, 2 h. protection from H2O2 cell death, % at 20 µM. 360,000 compounds, 0.63% hits. AID 588492;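 active = compounds giving at least 50% protection of heart cells from peroxide-induced death in the single-dose screen, raw or plate-pattern-corrected value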;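 note: 0% = DMSO wells with peroxide and 100% = DMSO wells without peroxide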
aDG glyco act – increases alpha dystroglycan glycosylation; Pro5-aDG cells, alpha-DG glycosylation AlphaScreen (IIH6); 0% Pro5, 100% B10-LARGE cell signal; activation, % at 10 µM; 360,000 compounds, 0.22% hits; AID 624168;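 active = activation of at least 8% versus controls, or a plate z-score of at least 8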;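 note: Pro5 are CHO cells carrying HIG-tagged alpha-DG that lacks glycosylation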
MC4R barr agon – agonists of human melanocortin 4 receptor (MC4R) beta-arrestin. P32245. U2OS MC4R beta-arrestin complementation, luminescence; percent of melanotan II response, DMSO zero. activation, % at 8.9 µM. 360,000 compounds, 0.98% hits. AID 540308;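 active = activation above a per-plate cutoff, the mean activation of sample wells on that plate plus 3 SD, cut at about 8% in these data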
Target sequence (P32245 whole entry, looked up): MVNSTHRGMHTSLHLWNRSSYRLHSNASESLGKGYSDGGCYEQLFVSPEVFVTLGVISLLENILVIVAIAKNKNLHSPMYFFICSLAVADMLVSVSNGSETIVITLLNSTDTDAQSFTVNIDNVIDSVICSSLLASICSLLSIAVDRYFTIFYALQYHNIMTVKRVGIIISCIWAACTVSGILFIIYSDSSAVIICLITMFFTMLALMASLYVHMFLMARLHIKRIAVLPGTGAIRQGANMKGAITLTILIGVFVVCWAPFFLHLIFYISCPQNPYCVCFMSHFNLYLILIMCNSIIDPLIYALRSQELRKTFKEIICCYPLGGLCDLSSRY
MC4R antag cAMP – human MC4R antagonism in cAMP assay. MC4R-expressing cells, MTII-stimulated cAMP, LANCE TR-FRET. inhibition, % at 6.5 µM. 360,000 compounds, 0.48% hits;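 active = inhibition above its plate's cutoff, the mean of tested wells on that plate plus 3 SD, cut at about 29% in these data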;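 note: 0% = Melanotan II alone and 100% = Melanotan II plus saturating MCL0020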
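System: U2OS cells stably expressing human melanocortin 4 receptor (MC4R). Reagent: Melanotan II challenge after compound preincubation. Doses: 6.5 µM. Times: 30-min compound, 1-h challenge, 1-h detection, room temperature. Measured by: TR-FRET with Eu-cAMP and labeled anti-cAMP, 671 nm. Replicates: singlicate.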
ABCB6 inh MLPCN – blocks the human ABCB6 transporter. Q9NP58. K562-ABCB6 porphyrin accumulation, flow cytometry, 1 h; hits give low values. fluorescence ratio to DMSO, % at 10 µM. 360,000 compounds, 0.19% hits. AID 602162;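 active = fluorescence ratio to DMSO below 75%, the collection mean minus 3 SD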;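 note: signal is porphyrin accumulated inside mitochondria; 100% equals median channel fluorescence of DMSO control wells; lower ratio means ABCB6 inhibition with less porphyrin fluorescence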
Vif imaging – inhibitors of HIV Vif; inhibition, % at 7.49 µM; 340,000 compounds, 0.35% hits; HEK293T cells, Vif self-association by quenched fluorescence, imaging, 24 h; in the data active = inhibition above about 50%, passing the limit was not always enough; note: some results filed as inactive read as strong as hits
N-glyco inh – N-linked glycosylation inhibition. reporter increase, % at 12.5 µM. D54 ERlucT glycosylation luciferase reporter, 24 h; percent of 100 nM tunicamycin response. AID 588692. 360,000 compounds, 0.23% hits;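 active = mean luciferase reporter signal, scaled so untreated is 0 and the glycosylation-blocking control 100, at or above a set limit in every replicate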;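 note: luciferase carries N-glycosylation sites so blocking glycosylation raises the light; 0% = median of neutral control wells and 100% = median of 100 nM tunicamycin wells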
m5-HT2A agonist – agonists of mouse serotonin 5-HT2A receptor (HTR2A); P35363; CHO-K1 mHTR2A beta-arrestin complementation, luminescence; percent of 30 µM serotonin response; activation, % at 7.6 µM; 360,000 compounds, 0.66% hits; AID 624169;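 active = activation above a run cutoff, the mean activation of all tested compounds plus 3 SD, cut at about 14% in these data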;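 note: 0% = plate median of compound wells and 100% = 30 µM serotonin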
Target sequence (P35363 whole entry, looked up): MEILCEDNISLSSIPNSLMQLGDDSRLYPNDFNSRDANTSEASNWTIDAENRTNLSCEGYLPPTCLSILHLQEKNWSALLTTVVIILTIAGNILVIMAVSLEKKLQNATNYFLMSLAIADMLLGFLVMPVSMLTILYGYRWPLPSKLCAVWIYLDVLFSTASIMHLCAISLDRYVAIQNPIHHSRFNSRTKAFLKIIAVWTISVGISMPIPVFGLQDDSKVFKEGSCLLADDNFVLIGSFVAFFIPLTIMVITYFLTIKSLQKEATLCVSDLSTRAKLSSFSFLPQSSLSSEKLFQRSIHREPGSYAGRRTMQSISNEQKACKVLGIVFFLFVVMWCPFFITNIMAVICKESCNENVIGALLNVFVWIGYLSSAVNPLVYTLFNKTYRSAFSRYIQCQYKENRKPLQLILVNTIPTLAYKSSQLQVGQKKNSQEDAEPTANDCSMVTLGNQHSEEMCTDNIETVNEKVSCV
PDI turbidity – blocks human protein disulfide isomerase activity; inhibition, % at 10 µM; P07237; AID 588391; 350,000 compounds, 0.052% hits; PDI insulin aggregation turbidity, A650, 90 min;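 active = mean inhibition across replicates of 30% or more, whatever share of single replicates reach that level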;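 note: absorbance from insulin aggregation driven by PDI reduction with DTT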
CaV13 ICDI inh – Disruptors of the CACNA1D IQ motif to Ca2+-dependent inactivation inhibitor domain association, primary screening, Förster resonance energy transfer in intact living … | HEK cells, CFP/YFP FRET ICDI-IQ, plate reader, 10 min; percent FRET-ratio fall versus neutral wells | inhibition, % at 12.3 µM | 340,000 compounds, 0.098% hits | AID 743397;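 active = mean replicate inhibition of at least 30% and at least 1% of replicates passing that level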;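 note: 0% = median of the neutral control wells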
Starred values were filed as active, the others as inactive; . = no result given.

Every second line gives: Cardio protect, aDG glyco act, MC4R barr agon, MC4R antag cAMP, ABCB6 inh MLPCN, Vif imaging, N-glyco inh, m5-HT2A agonist, PDI turbidity, CaV13 ICDI inh
C=CCOC(=O)C1=C[C@H](c2ccccc2)[C@@H](CCCO)[C@H](OCC)O1
    3, -0.3, 0.5, 12, 91, -3, 2, 3, -5, -5
C[C@H]1COC[C@@H](C/C=C/c2ccccc2)N1c1ccccc1
    -17, 0.2, 4.9, 12, 96, -2, -4, -3, -3, -5
COc1ccccc1-n1c(SCC(=O)NC2CCCCC2)nc2c(c1=O)SCC2
    13, 0.0, 0.7, 16, 96, 8, -1, -1, 18, -6
COc1cc(/C=C2\CCOC2=O)cc(OC)c1OC
    0, 0.1, -0.5, -4, 102, -4, 3, 4, -1, -16
Cc1sc2ncn(CC(=O)N(C)C3CCCCC3)c(=O)c2c1C
    0, -0.1, -0.8, 6, 96, 26, 3, 3, 0, -2
O=C(NCc1ccc2c(c1)OCO2)c1ccc(N2CCCCCC2)c([N+](=O)[O-])c1
    -1, -0.2, -0.7, 1, 98, -2, -4, -3, 8, -14
Cc1cc[n+](CC(=O)N2CCCc3ccccc32)cc1
    0, -0.5, -0.7, 5, 103, 17, 2, 2, 2, -7
Cc1ccc(NC(=S)/C(=C(\[O-])c2ccc(F)cc2)[n+]2ccccc2)cc1
    -4, 0.1, -0.5, 13, 101, -6, 0, 13, -2, .
CCOC(=O)CCc1cccc2c1CCC2=O
    1, 0.0, -1.5, 0, 104, 13, 2, -3, -2, .
Cc1ccc(C(=O)CSc2nnc(-c3ccccc3N)n2C)cc1C
    -4, -0.1, 0.0, 0, 89, -11, 1, 4, -7, -4
COc1ccc(NC(=O)Nc2cccc(F)c2)c(OC)c1
    -2, -0.3, -0.2, 9, 98, 10, 1, -5, 14, 10
O=C(COc1cccc(Br)c1)Nc1ccc(N2CCOCC2)cc1N1CCOCC1
    3, -0.3, -0.2, 15, 96, -2, -1, -3, 12, -6
O=C(Nc1nc2cc3c(cc2s1)OCCO3)c1ccc(N2C(=O)CCC2=O)cc1
    -8, 0.0, -1.4, 3, 93, -7, -2, 0, 5, -6
COc1ccc(-c2c(C#N)c(N)nc3c2CCCCCC3)cc1OC
    -3, 0.0, 3.5, 16, 102, -3, -1, 1, -2, -8
CC(=O)Nc1ccc(C(=O)N(C)C(C(=O)Nc2ccccc2)c2ccccn2)cc1 (stereo not drawn)
    9, 0.1, 2.9, 15, 101, -1, 0, 3, -4, -3
O=C(O)c1ccc(-c2nc(-c3ccc(Cl)cc3Cl)cs2)cc1
    -4, 2.2, 0.9, -1, 95, -4, 3, 6, -34, 1
COc1ccc(C(=O)Nc2ccc(NC(=O)c3cccs3)c(OC)c2)cc1Cl
    17, 1.2, 0.1, 6, 97, -2, -3, -3, 2, 1
Cc1cccc(NC(=O)/C(C#N)=C\c2cn(CC(=O)O)c3ccccc23)c1
    -5, -0.1, -0.5, 5, 94, 35, 2, 0, 3, -5
CCOC(=O)C(C(=O)Nc1ccc(C)cc1)C1CCCCC1 (stereo not drawn)
    -8, -0.1, -0.4, -11, 97, 2, 1, -4, 5, -2
N#Cc1ccccc1COC(=O)CCCC1=NS(=O)(=O)c2ccccc2N1
    -7, -0.2, 2.6, 19, 100, -3, -3, -4, 1, -2
CCn1ccnc1CNC(=O)C1CCC(=O)N(Cc2cccc(C(F)(F)F)c2)C1 (stereo not drawn)
    -1, -0.2, -0.6, 8, 99, -7, 2, 6, 4, -2
O=C(NNS(=O)(=O)c1ccc(Br)cc1)c1sccc1-n1cccc1
    4, 0.6, -1.4, 4, 99, 3, -2, -1, 4, -6
CCOc1cc2[nH]c(=O)n(Cc3ccc(C(=O)NCCCN4CCC(C)CC4)cc3)c(=O)c2cc1OCC
    7, 0.0, -1.6, 13, 94, -4, -2, -3, -6, 4
CCOC(=O)c1c(NC(=O)C2CC(Cl)=CCC2C(=O)O)sc2c1CCCCC2 (stereo not drawn)
    -3, -0.5, -0.7, 11, 101, 0, 0, 4, 1, .
COc1ccc(CCN(C)C(=O)C2CCCN(C3CCN(Cc4ccccc4)CC3)C2)cc1OC (stereo not drawn)
    1, 0.3, -0.2, 4, 100, -3, -2, 9, 1, -4
CCS(=O)(=O)C(=C(Nc1ccc(OC)cc1)Nc1ccc(OC)cc1)S(=O)(=O)CC
    15, 0.4, -0.4, 23, 96, -6, 0, 1, -5, -6
O=S(=O)(c1ccc(Cl)cc1)N1CCN(C(=S)Nc2ccccc2F)CC1
    -10, 0.2, 0.1, -6, 98, 16, 0, -4, -5, -7
Cc1nnc(SC(C)C(=O)Nc2ccc(N3CCOCC3)cc2)n1Cc1ccccc1 (stereo not drawn)
    1, 0.0, -0.3, -2, 89, -6, 1, 3, -4, -6
COc1cccc(C(C(=O)NC2CCCC2)N(CCC(C)C)C(=O)CCC(=O)Nc2cc(C)on2)c1 (stereo not drawn)
    4, 0.3, -1.2, -1, 96, -5, -2, -1, -5, -3
Cc1ccc(C)c(C(=O)CCC(=O)Nc2ccc(F)cc2)c1
    -1, 0.0, 1.3, 1, 127, 0, 1, 0, 4, 5

Individual results from the list.
MC4R antag cAMP result of N#Cc1ccccc1COC(=O)CCCC1=NS(=O)(=O)c2ccccc2N1 reads 19
Cardio protect result of Cc1cccc(NC(=O)/C(C#N)=C\c2cn(CC(=O)O)c3ccccc23)c1 reads -5
Cardio protect result of CCOC(=O)C(C(=O)Nc1ccc(C)cc1)C1CCCCC1 (stereo not drawn) reads -8

Record cards, from the list above:
Shown for CCOC(=O)C(C(=O)Nc1ccc(C)cc1)C1CCCCC1 (stereo not drawn) = Cardio protect: -8; aDG glyco act: -0.1; MC4R barr agon: -0.4; MC4R antag cAMP: -11; ABCB6 inh MLPCN: 97; Vif imaging: 2; N-glyco inh: 1; m5-HT2A agonist: -4; PDI turbidity: 5; CaV13 ICDI inh: -2
Shown for O=C(NCc1ccc2c(c1)OCO2)c1ccc(N2CCCCCC2)c([N+](=O)[O-])c1 = Cardio protect: -1; aDG glyco act: -0.2; MC4R barr agon: -0.7; MC4R antag cAMP: 1; ABCB6 inh MLPCN: 98; Vif imaging: -2; N-glyco inh: -4; m5-HT2A agonist: -3; PDI turbidity: 8; CaV13 ICDI inh: -14
Shown for O=C(O)c1ccc(-c2nc(-c3ccc(Cl)cc3Cl)cs2)cc1 = Cardio protect: -4; aDG glyco act: 2.2; MC4R barr agon: 0.9; MC4R antag cAMP: -1; ABCB6 inh MLPCN: 95; Vif imaging: -4; N-glyco inh: 3; m5-HT2A agonist: 6; PDI turbidity: -34; CaV13 ICDI inh: 1

Remaining list, next part.
Every second line gives: Cardio protect, aDG glyco act, MC4R barr agon, MC4R antag cAMP, ABCB6 inh MLPCN, Vif imaging, N-glyco inh, m5-HT2A agonist, PDI turbidity, CaV13 ICDI inh
O=C(NNC(=O)c1cc2ccccc2o1)c1ccc(Cl)cc1
    3, 0.0, -1.5, 8, 99, 3, 3, 8, -8, -5
O=C(CNC(=O)c1cn2ccccc2n1)Nc1ccc(F)c(F)c1
    -1, 0.3, -1.7, 4, 86, -8, -1, -6, -20, -5
Cc1ccc(C(=O)Oc2ccc(-c3nnco3)cc2)o1
    -5, -0.1, -2.6, -4, 94, -9, 0, 2, -5, -7
COc1ccc(OCC(=O)Nc2cc3oc4ccccc4c3cc2OC)cc1
    -2, 0.1, 38*, -7, 103, -14, -5, 2, 2, .
CC(C(=O)Nc1cccc([N+](=O)[O-])c1)[n+]1ccccc1 (stereo not drawn)
    -1, -0.2, -2.6, 1, 102, -2, 0, 0, -3, -4
C=CCN(C(=O)CCS(=O)(=O)c1cccc2nsnc12)c1ccccc1
    -1, 0.0, -1.4, -10, 104, -9, 2, -6, 10, -7
Cc1ccc(CSc2nnc(-c3ccncc3)n2CC2CCCO2)cc1 (stereo not drawn)
    1, 0.2, -1.2, 4, 98, -1, 0, -4, 13, -5
c1ccc2c(c1)NC1(CCCC1)n1c-2nc2ccccc21
    0, 0.9, 0.9, 3, 91, -6, 3, -7, -1, -9
CC(C)(C)C1CCC(CN2C(Nc3ccccc3)=NC[C@@H]2Cc2ccccc2)CC1 (stereo partly drawn)
    -31, -0.5, 14*, 1, 96, 0, 8, -11, -2, -11
CC(=O)Nc1ccc(C(=O)N2CCCCC2c2cc(C(=O)NC(C)C)no2)cc1 (stereo not drawn)
    3, -0.3, 0.8, 13, 101, 9, 0, 10, 2, -6
Cc1cc(F)ccc1NC(=O)c1ccc(NS(=O)(=O)c2cc(C(C)(C)C)ccc2C)cc1
    -4, -0.2, 0.0, 3, 101, -5, -1, -12, -3, -3
O=C(CSc1ncccn1)NC(=O)c1ccccc1
    4, -0.2, 1.5, 0, 98, 3, 5, 2, 4, -3
COC(=O)c1ccc(CSc2nc(C)nc3c2c(=O)n(C)c(=O)n3C)o1
    17, 0.2, -0.7, 7, 97, -5, 4, 3, ., -3
Clc1cc(Cl)c(OCc2nc(-c3ccccn3)no2)cc1Cl
    -7, 0.1, 4.8, 0, 98, 2, -11, -1, 5, -5
CS(=O)(=O)N(CC(=O)N1CCCC1)c1ccccc1F
    0, -0.1, -0.8, 1, 99, -1, 2, 6, -8, -20
COCC(=O)N1CCC(Oc2ccc(C(=O)N3CCCCC3COC)cc2)CC1 (stereo not drawn)
    -1, -0.1, -2.1, 0, 98, 3, 3, -1, 0, -7
CSc1ccccc1NS(=O)(=O)c1ccc2c(c1)OCCO2
    1, 0.2, -0.9, 4, 97, 11, -2, -7, -2, -7
O=C(Nc1ccc(N2CCCCC2)cc1)c1ccc(F)cc1F
    -12, -0.1, 5.0, 11, 96, 14, -16, -1, 4, -20
